PME-1 primary – PME-1 inhibitors via competitive probe labeling, primary screen, biochemical, fluorescence polarization, FP-Rh probe, HTS | inhibition, % at 5.9 µM | 320,000 compounds, 0.53% hits | recombinant PME-1;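 active = inhibition above the campaign mean of all compounds plus 3 SD, cut at about 26% in these data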;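 note: competitive labeling of PME-1 active site by serine hydrolase directed probe; 0% = PME-1 with DMSO and 100% = wells lacking PME-1 enzyme; inhibitors block probe labeling so polarization falls and inhibition rises; many of its hits are not listed in these tables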
Target sequence (Q9Y570 whole entry, looked up): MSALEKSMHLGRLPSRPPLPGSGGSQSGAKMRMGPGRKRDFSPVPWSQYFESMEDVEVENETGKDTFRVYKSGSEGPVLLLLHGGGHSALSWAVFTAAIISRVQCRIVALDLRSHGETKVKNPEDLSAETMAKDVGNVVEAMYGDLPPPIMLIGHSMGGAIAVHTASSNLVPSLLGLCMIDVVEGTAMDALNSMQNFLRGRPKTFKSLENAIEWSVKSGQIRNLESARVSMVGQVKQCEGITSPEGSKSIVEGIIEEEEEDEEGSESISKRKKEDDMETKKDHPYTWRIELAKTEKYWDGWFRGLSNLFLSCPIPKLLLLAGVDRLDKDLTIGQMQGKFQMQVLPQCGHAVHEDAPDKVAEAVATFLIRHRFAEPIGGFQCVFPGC
AHR act – AHR activators, primary screen, cell-based, luminescence, luciferase reporter, human; activation, % at 5 µM; AHR-responsive luciferase reporter cells; 320,000 compounds, 2.5% hits; AID 2796, 2010; Aryl hydrocarbon receptor (Homo sapiens), P35869; in the data active = activation above about 47%;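 note: 0% = vehicle wells and 100% = reference agonist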
pPAFAH FP inh – pPAFAH enzyme inhibitors, primary screen, biochemical, fluorescence polarization, human. Platelet-activating factor acetylhydrolase (Homo sapiens), Q13093. inhibition, % at 3.39 µM. 330,000 compounds, 1.5% hits. recombinant pPAFAH, FP-rhodamine probe fluorescence polarization. AID 463082, 2010;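 active = inhibition above the mean inhibition across the screen plus 3 SD, cut at about 25% in these data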;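 note: inhibitors block binding of the rhodamine activity-based probe so polarization drops; 0% = enzyme with DMSO and 100% = wells lacking pPAFAH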
Fam108B inh – mouse Fam108B serine hydrolase inhibitors, primary screen, counter-screen for RBBP9 inhibitor project, biochemical, fluorescence polarization. AID 1947, 2009. recombinant Fam108B, FP-Rh probe fluorescence polarization. inhibition, % at 9.51 µM. 300,000 compounds, 0.33% hits;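 active = inhibition above the screen mean inhibition plus 3 SD, computed separately per campaign, cut at about 18% in these data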;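 note: inhibitors lower polarization as less probe binds the enzyme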
PAFAH1B2 inh – PAFAH1B2 enzyme inhibitors, primary screen, biochemical, fluorescence polarization, human | Platelet-activating factor acetylhydrolase IB subunit alpha2 (Homo sapiens), P68402 | recombinant PAFAH1B2, FP-rhodamine activity probe | inhibition, % at 3.39 µM | 340,000 compounds, 1.2% hits | AID 492953, 2010;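 active = inhibition above the mean of all tested compounds plus 3 SD, cut at about 24% in these data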;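 note: 0% = enzyme with DMSO and 100% = wells lacking PAFAH1B2; many of its hits are not listed in these tables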
Target sequence (P68402 whole entry, looked up): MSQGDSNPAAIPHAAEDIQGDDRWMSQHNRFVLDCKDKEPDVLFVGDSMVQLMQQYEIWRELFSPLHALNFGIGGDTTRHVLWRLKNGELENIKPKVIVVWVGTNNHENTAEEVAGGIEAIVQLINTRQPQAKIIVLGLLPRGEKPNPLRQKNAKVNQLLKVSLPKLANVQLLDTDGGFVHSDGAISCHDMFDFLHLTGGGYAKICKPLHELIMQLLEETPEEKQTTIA
MCL1 BIM primary – inhibitors of MCL1 binding to BIM-BH3, primary screen, biochemical, fluorescence polarization; Induced myeloid leukemia cell differentiation protein Mcl-1 (Homo sapiens), Q07820; GST-MCL1 / FITC-Bim-BH3 fluorescence polarization; inhibition, % at 10.9 µM; 320,000 compounds, 0.68% hits;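 active = inhibition above the mean inhibition of all tested compounds plus 3 SD, set per campaign, cut at about 40% in these data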;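 note: 0% = DMSO wells and 100% = unlabeled Bim-BH3 peptide control; higher means more loss of mP so more displacement of Bim peptide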
Target sequence (Q07820 whole entry, looked up): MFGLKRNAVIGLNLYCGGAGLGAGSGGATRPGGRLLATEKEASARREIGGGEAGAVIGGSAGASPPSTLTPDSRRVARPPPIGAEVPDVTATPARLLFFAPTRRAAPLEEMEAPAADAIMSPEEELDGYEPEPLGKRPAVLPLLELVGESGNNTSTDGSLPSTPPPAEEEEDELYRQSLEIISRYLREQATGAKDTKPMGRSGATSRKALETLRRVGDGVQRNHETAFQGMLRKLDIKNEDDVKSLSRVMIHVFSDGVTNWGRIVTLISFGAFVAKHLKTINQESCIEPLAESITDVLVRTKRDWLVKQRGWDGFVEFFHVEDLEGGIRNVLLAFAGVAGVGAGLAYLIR
MEX-5 binding – MEX-5 zinc finger RNA-binding disruptors – biochemical, C. elegans, fluorescence polarization, MLPCN library, primary screen; activity score (negative = inhibition of binding), % at 10 µM; MEX-5/FITC-TCR2 RNA binding; hits give low values; 300,000 compounds, 0.38% hits;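 active = inhibition past about -25% in most replicates, and total fluorescence under double the plate's negative control median, limit read from the data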;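 note: 0% = DMSO and -100% = 5 µM competing unlabeled TCR2 RNA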
GLD-1 RNA inh – GLD-1/TGE RNA complex disruptors, primary screen, biochemical, fluorescence polarization. Female germline-specific tumor suppressor gld-1 (Caenorhabditis elegans), Q17339. purified GLD-1 + fluorescein TGE RNA. inhibition, % at 5.96 µM. 320,000 compounds, 0.44% hits. AID 2280, 2010;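 active = percent inhibition above a per-plate cutoff, the plate mean of test compounds plus 3 SD, cut at about 30% in these data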;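 note: 0% = DMSO wells with GLD-1 and probe and 100% = wells lacking GLD-1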
BCLXL inh – inhibitors of human Bcl-xL, primary screen, biochemical, fluorescence polarization, HTS; inhibition, % at 10.9 µM; 320,000 compounds, 0.7% hits; Bcl-2-like protein 1 (Homo sapiens), Q07817; GST-Bcl-xL / FITC-Bim BH3 peptide fluorescence polarization;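 active = inhibition above the mean of all tested compounds plus 3 SD, cutoff set per campaign, cut at about 30% in these data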;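 note: 0% = DMSO wells and 100% = unlabeled Bim-BH3 peptide competitor; inhibitors lower millipolarization by displacing the labeled peptide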
An asterisk follows results filed as active; x = not tested or not shown. Not all compounds are listed; rates above refer to the full screens.

molecule | MEX-5 binding | pPAFAH FP inh | PME-1 primary | PAFAH1B2 inh | MCL1 BIM primary | AHR act | BCLXL inh | GLD-1 RNA inh | Fam108B inh
COc1ccc(CCNC(=S)NC(=O)c2cccc([N+](=O)[O-])c2)cc1OC | -1.3 | 1 | 11 | 3 | 12 | 32 | 7 | 1 | 4
CC(=O)N1CCN(CC(=O)Nc2ccc(Cl)c(S(=O)(=O)N(C)C)c2)CC1 | -3.1 | 14 | -4 | -3 | 4 | 0 | 4 | 0 | 1
COc1ccccc1N1CCN(C(=O)c2ccc([N+](=O)[O-])s2)CC1 | 0.9 | 2 | 4 | 4 | -5 | -1 | 0 | 4 | -1
Cc1ccc(NC(=O)Nc2cc(S(=O)(=O)N(C)C)ccc2C)cc1 | 0.6 | 3 | 6 | 4 | -2 | 28 | 2 | 2 | 1
Cc1cnc(C(=O)OCc2csc(CC(=O)Nc3ccccc3C)n2)cn1 | 0.1 | 3 | -6 | -1 | -13 | 6 | -5 | -8 | -7
OCCCNc1ncnc2c1cnn2-c1ccc(Cl)cc1 | -2.7 | -4 | -4 | 4 | -6 | -1 | 4 | -2 | -1
Cc1cccc(Cn2c(N3CCCCC3C)nc3c2c(=O)[nH]c(=O)n3C)c1 (configuration not stated) | 2.4 | 7 | 5 | 2 | 0 | 2 | 2 | 1 | 1
O=C(Cc1c[nH]c2ccccc12)NC1(C(=O)NC2CCCCC2)CCCCC1 | 2.1 | 6 | -1 | 14 | 11 | 4 | 2 | -5 | 0
COCCNC(=O)c1cc2c(-c3ccc(Cl)cc3)nn(C)c2s1 | -0.5 | -5 | -11 | -1 | 7 | 59* | 8 | 5 | -5
COc1cccc(N=Cc2c(O)c3ccccc3oc2=O)c1 | -9.5 | -8 | -12 | -5 | -9 | 29 | -8 | -8 | -4
Nc1ccc(-c2nc3ncccc3o2)c(Cl)c1 | -4.4 | 2 | 7 | -1 | -6 | 2 | 4 | 3 | 2
Cc1ccc2sc(N3CCN(C(=O)C4=COCCO4)CC3)nc2c1C | -0.6 | 5 | -3 | 5 | 3 | 1 | 3 | 19 | 3
O=C(NC(=S)Nc1cccc([N+](=O)[O-])c1)C1CCCC1 | 0.1 | 1 | 5 | -1 | 3 | 4 | -3 | 5 | -1
Cc1cc(NC(=O)Nc2cccc(C)c2C)no1 | 0.0 | -2 | 4 | 0 | 5 | 52* | 3 | -4 | 3
Cc1onc(-c2ccccc2Cl)c1C(=O)Nc1ccc2c(c1)OCO2 | 1.4 | -7 | -6 | -1 | 2 | 37 | 8 | 1 | 3
O=C(c1ccc2c(=O)n3c(nc2c1)CCC3)N1CCN(S(=O)(=O)c2cccc(F)c2)CC1 | 0.6 | -3 | -1 | 0 | -2 | 0 | 2 | 2 | -4
CCOc1ccc(N=C2C(=O)N(CN3CCOCC3)c3ccccc32)cc1 | -2.6 | -4 | -1 | 2 | 1 | 22 | 0 | 2 | 0
Cc1nnc(SCc2ccc(C(=O)Nc3cc(Cl)ccc3C)cc2)s1 | 0.3 | 4 | -7 | -3 | 0 | -5 | 0 | 7 | -2
COc1ccc(OC)c(/C=N/NC(=O)c2ccc3nc[nH]c3c2)c1 | 0.9 | 4 | 0 | 2 | -5 | 8 | 4 | 1 | -1
COc1ccccc1Oc1coc2c(CN(C)C)c(O)ccc2c1=O | 0.6 | 1 | -3 | 2 | 5 | -3 | 9 | 4 | 2
CCCCC(O)(CCCC)C(=O)NN(C(=O)OC)c1ccc(C)cc1 | 3.8 | -1 | 0 | 1 | 6 | 12 | 11 | 2 | -1
COc1ccc(NC(=S)N2CCc3cc(OC)c(OC)cc3C2)cc1 | 0.6 | -8 | 1 | 1 | 12 | 1 | -1 | -2 | 1
COc1cc(S(=O)(=O)NCC2CCCO2)c(OC)cc1Cl (configuration not stated) | 0.7 | 1 | 2 | 8 | 6 | -1 | 8 | 12 | -1
O=C(CSc1nnc2ccccn12)Nc1ccccc1C(=O)O | 1.3 | 1 | -2 | -3 | 7 | 4 | 6 | 1 | -1
Cc1ccc(C)c(C(=O)CN2C3=NCCCN3c3ccccc32)c1 | 1.3 | 7 | -9 | -2 | 1 | 18 | 5 | -1 | -2
O=C(NCCN1CCOCC1)c1cccs1 | -0.5 | 2 | -2 | 1 | 8 | -1 | 5 | 4 | 1
Cc1cccc2cc(CN(Cc3nnnn3C3CCCC3)C3CCCCC3)c(=O)[nH]c12 | -1.5 | -2 | 6 | 10 | -2 | 5 | 3 | -1 | 2
CC(C(=O)Nc1ccccc1F)N1C(=O)c2ccccc2C1=O (configuration not stated) | -0.9 | 7 | -1 | 2 | 5 | 0 | 3 | 3 | 5
CCOC(=O)N1CCN(C(=O)COC(=O)CNC(=O)c2ccc(C)cc2)CC1 | -1.3 | 0 | -6 | 3 | -4 | 0 | 1 | 2 | 0
O=C(NCc1ccc(Cl)cc1)c1ccc(CNc2c(N3CCCC3)c(=O)c2=O)cc1 | -2.0 | 2 | 1 | 7 | -1 | 6 | 9 | 4 | 0
CCOC(=O)c1sc(NC(=O)CSc2ncn[nH]2)c(C#N)c1C | -2.4 | 5 | 0 | 0 | 3 | 4 | 1 | 13 | 11
CCCn1cc(S(=O)(=O)CC(=O)Nc2ccc(OCC)cc2)c2ccccc21 | x | 6 | 8 | -2 | -1 | 1 | 5 | -2 | 2
CNC(=O)c1nnc(Cc2ccc(F)cc2)o1 | -3.9 | 1 | -5 | 7 | 8 | -1 | 7 | 12 | 1
CC(=O)NCCc1cc2cc(C)c(C)cc2[nH]c1=O | 1.0 | 3 | -4 | 1 | -1 | 4 | 5 | 2 | -1
COc1cccc(NC(=O)c2cc([N+](=O)[O-])ccc2N2CCN(C)CC2)c1 | 0.3 | 3 | -5 | 5 | 6 | 2 | -1 | -10 | 1
CC(=O)NC(CC(=O)NC1CCCCC1)c1ccccc1 (configuration not stated) | -0.9 | -1 | -1 | -1 | -9 | -1 | -5 | 7 | 2
COc1ccc(C2=NN(c3nc(C(=O)O)cs3)C(O)(C(F)(F)F)C2)c(OC)c1 (configuration not stated) | -0.3 | 0 | -6 | -3 | 12 | 1 | 2 | -4 | 2
Cc1cc(=O)[nH]c(SCC(=O)Nc2ccc(Cl)cn2)n1 | 2.2 | 0 | -3 | 0 | 0 | 0 | 2 | -2 | 2
CSc1cccc(NC(=O)c2cccc3cccnc23)c1 | 0.2 | -2 | -12 | 2 | 0 | 47 | 4 | 15 | -2
COc1ccc(NC(=O)CCN2CC(C)OC(C)C2)c(OC)c1 (configuration not stated) | 2.1 | 1 | -2 | 10 | 4 | -1 | -6 | -1 | -2
O=C(NN1CCCCC1)c1cnn2c(C(F)F)cc(-c3ccccc3)nc12 | -1.1 | -1 | -2 | -1 | 2 | -2 | 7 | 1 | 0
CCc1ccc(S(=O)(=O)c2n[nH]n3c2nc(=O)c2ccccc23)cc1 | 0.9 | -28 | 5 | 0 | 9 | 1 | 15 | 1 | 0
CCOC(=O)c1[nH]c(C)c(C(=O)OC)c1C | 1.3 | 4 | 1 | 2 | 18 | -2 | 17 | 14 | 3
CSc1ccccc1NC(=S)Nc1cccc(C(F)(F)F)c1 | -1.9 | -7 | -1 | 6 | 2 | 5 | 3 | -1 | -3
CC(=O)N(/N=C1\Sc2ccccc2C1=O)c1ccccc1C | -4.3 | -3 | -6 | 5 | 16 | 90* | 10 | 3 | 5
C=CCn1c(SCC(=O)N2CCOCC2)nc2sc(C)c(C)c2c1=O | -2.6 | 1 | 4 | 2 | 4 | 2 | 6 | 8 | 0
O=C1CCCC(O)=C1N=Nc1ccc(C(=O)O)cc1 | -26* | 31* | -18 | 39* | 41* | 10 | 8 | -2 | 25*
COc1cc2c(cc1OC)C(c1ccc(Br)cc1)NCC2 (configuration not stated) | x | 2 | -5 | x | 3 | 0 | 1 | 1 | 0
CCCCS(=O)(=O)N1CCC(C(=O)Oc2ccc(Cl)cc2)CC1 | 0.4 | 2 | 0 | 11 | 10 | 0 | 3 | 2 | -5
CCCCCc1nc2sc3c(c2c(=O)n1NC(=O)c1ccc([N+](=O)[O-])cc1)CC(C)(C)OC3 | -0.2 | 7 | 3 | 1 | -6 | 5 | -3 | -3 | -1
OC[C@@H](O)[C@@H](O)[C@H](O)[C@H](O)CO | 1.5 | 2 | -8 | -2 | 18 | -3 | 7 | 2 | -3
Cc1c(C(=O)OCC(=O)N2CC(=O)Nc3ccccc32)oc2ccc(Br)cc12 | -1.3 | 1 | -3 | -2 | 0 | 4 | 5 | 0 | -3
CCCC(C)NC(=O)c1ccc2[nH]c3c(c2c1)CC(C)CC3 (configuration not stated) | x | 10 | -2 | 2 | -14 | 13 | -13 | 1 | 2
Cc1ccc(CN(CC(=O)NC2CCCCC2)C(=O)c2csnn2)cc1 | -0.7 | 2 | -8 | 4 | 7 | 0 | 2 | -9 | -2
O=C(COC(=O)/C=C/c1ccc(Cl)cc1)Nc1ccccc1-c1ccccc1 | 0.4 | -3 | -4 | -2 | 12 | 0 | 6 | 2 | -6
Cc1ccc(NS(=O)(=O)c2ccc3c(c2)CC(=O)N3)cc1F | x | 18 | -6 | 3 | 3 | -1 | 5 | 2 | x
CC(=O)N1CCN(C(=O)CCCNC(=O)c2ccc(Cl)cc2)CC1 | 1.0 | -7 | -3 | 3 | -3 | 12 | 4 | 6 | -2
N#Cc1nc(-c2ccco2)oc1N1CCCC1 | 2.0 | 1 | 1 | -2 | -7 | 4 | -5 | 1 | 4
Cc1ccc(SCC(=O)OC(C)C(=O)NC2CCCCC2C)c(C)c1 (configuration not stated) | x | 8 | -2 | 9 | -3 | 2 | -2 | -2 | x
CCOc1ccc(NC(=O)C(C)NS(=O)(=O)c2ccc(NC(C)=O)cc2)cc1 (configuration not stated) | 0.0 | -7 | -8 | 3 | 7 | -1 | 8 | -4 | -1
O=C(NC1CCSc2ccccc21)c1c(F)cccc1Cl (configuration not stated) | 0.9 | -2 | 3 | 1 | 2 | 2 | 2 | -8 | 3
COc1cc(OC)cc(OC(=O)c2cccc(S(=O)(=O)N3CCN(C)CC3)c2)c1 | 0.0 | 1 | -2 | 15 | -21 | 1 | -14 | 4 | 0
CCOC(=O)c1ccccc1NS(=O)(=O)c1ccc(S(=O)(=O)N2CCCC2)cc1 | 0.6 | 3 | 6 | 16 | 10 | 2 | 11 | 1 | 4

Assay outcomes deposited in PubChem by several laboratories.
